# inhibitors of VEEV = inhibitors of VEEV TC-83 cytopathic effect, confirmation, Vero cells (AID 588727) | Vero cells, VEEV TC-83 cytopathic effect inhibition; higher % means a stronger effect | inhibition, % at 20 µM, or IC50 in µM where a hit was titrated | hit rate 0.13% among 350,000; in the data active = a potency from the dose series; inconclusive = inhibition mostly from about 14% at the one dose, without a potency; inactive = the rest, 99 in 100 with inhibition below about 12%; also: strong numbers were not always called active
# M. tuberculosis HTS = M. tuberculosis growth inhibition, HTS (AID 449762). M. tuberculosis H37Rv growth inhibition, 7H9 media; higher % means a stronger effect. inhibition, % at 25 µM; hits with a dose series show IC50 in µM. hit rate 0.59% among 330,000; in the data active = a potency from the dose series; inconclusive = inhibition above about 70% without an active follow-up result;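 also: bacterial growth assessed after seven days of incubation; strong numbers were not always called active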
# H1N1 NS1A inhibition = NS1A inhibition, H1N1 influenza, cell based functional assay (AID 504329) | one-dose inhibition, % at 12.5 µM; IC50 in µM for titrated hits | hit rate 0.3% among 340,000 | NS1A functional cell-based assay, percent inhibition; higher % means a stronger effect; in the data active = a potency from the dose series; inconclusive = inhibition above about 27% without an active follow-up result; also: strong numbers were not always called active
# PhoP GFP inhibition = Inhibition of PhoP regulon, Salmonella typhi GFP reporter cells, confirmation, 4 h (AID 1850); Salmonella Typhi PhoP-promoter GFP reporter, fluorescence, 4 h; higher % means a stronger effect; inhibition, % at 50 µM; hits with a dose series show IC50 in µM; hit rate 0.33% among 310,000; in the data active = a potency from the dose series; inconclusive = inhibition mostly from about 25% at the one dose, without a potency; inactive = the rest, 99 in 100 with inhibition below about 19%;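 also: 0% = induced wells with vehicle and 100% = uninduced wells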
# M. tuberculosis = growth inhibition of non-replicating M. tuberculosis (AID 488890) | inhibition, % at 25 µM; hits with a dose series show IC50 in µM | hit rate 0.39% among 320,000 | Mycobacterium tuberculosis non-replicating, growth inhibition; higher % means a stronger effect; in the data active = a potency from the dose series; inconclusive = inhibition mostly from about 82% at the one dose, without a potency; inactive = the rest, 99 in 100 with inhibition below about 76%;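 also: plate controls were DMSO cells for no effect and high antibiotic wells for full effect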
# inhibitors of VEEV 10K pilot screen = further read-out of inhibitors of VEEV, marked with its call; inhibition, %; measured here: 10K pilot screen inhibition
# * = called active by the depositor; i = inactive; ? = inconclusive; / = not tested or not shown. No enrichment for hits; any-hit rate near 1.4%.
SMILES,inhibitors of VEEV,M. tuberculosis HTS,H1N1 NS1A inhibition,PhoP GFP inhibition,M. tuberculosis,others
CSc1ccccc1NC(=O)CSc1nnc(Cc2ccccc2)o1,2.1%,-5%,-7%,3%,45%,
Cc1ccc(C)c(NC(=O)Cn2cc(C(=O)C3CC3)c3ccccc32)c1,i,5%,-9%,1%,15%,
Cc1nc2cc(NC(=O)Nc3nccs3)ccc2n1C,1.4%,-3%,-7%,-1%,-6%,
CC1CC(C)CN(C(=O)Cn2nnc(-c3ccccc3)n2)C1 (configuration not stated),12%,-1%,6%,8%,7%,
O=S(=O)(c1ccccc1)c1nc(-c2ccccc2Cl)oc1NCCN1CCOCC1,2.6%,-6%,6%,-10%,1%,
COc1ccc(CN2C(=O)C(Cc3ccccc3)Nc3ncnc(N4CCc5ccccc5C4)c32)cc1 (configuration not stated),/,45%,/,-5%,43%,
Cc1cc(C)c(C(=O)COC(=O)c2c(C)noc2C)cc1C,0.9%,11%,0%,/,22%,
COc1ccc(S(=O)(=O)N2CCN(C(=O)c3c(-c4ccccc4)noc3C)CC2)cc1,0.6%,-7%,-9%,4%,12%,
C#CCOCCOCCOCCNc1nc(N2CCN(C(=O)Cn3cc(CCCCN)nn3)CC2)nc(N2CCN(C(=O)Cn3cc(CCCCN)nn3)CC2)n1,1.2%,-2%,7%,5%,-2%,inhibitors of VEEV 10K pilot screen=0.6
Cn1c(=O)n(C)c2cc(NC(=O)CSc3ccccc3)ccc21,1.2%,5%,7%,3%,5%,
CC(=O)N1CCc2c(sc(NC(=O)Cc3ccc(F)cc3)c2C(N)=O)C1,i,9%,-9%,-4%,4%,
COC(=O)c1ccc(C2c3c(oc4ccc(Cl)cc4c3=O)C(=O)N2CCN2CCOCC2)cc1 (configuration not stated),0.3%,4%,-4%,1%,44%,
O=C(Nc1cccc2ccccc12)c1cc2c(cc1Br)OCO2,0.5%,?,0%,0%,46%,
Nc1cc(=O)[nH]c(SCC(=O)Nc2ccc(N3CCOCC3)cc2)n1,0.2%,-3%,1%,/,-2%,
COc1ccc(CNC(=O)CS(=O)Cc2nc(-c3ccccc3C)oc2C)cc1 (configuration not stated),0.6%,-1%,7%,4%,16%,
CN(C)CC/C=C1\c2ccccc2CSc2ccccc21,1.2%,-5%,8%,19%,7%,
COc1ccc2cc(CCNC(=O)C3CCCC3)c(=O)[nH]c2c1,2.0%,-7%,-6%,/,/,
C[C@@]12C(=O)N(Cc3ccccc3)CC(=O)N1[C@H](/C=C/c1ccccc1)[C@@H]1C(=O)N(c3ccccc3)C(=O)[C@@H]12,i,0%,5%,-9%,11%,
O=C(NN1CCOCC1)c1ccc(Cl)c([N+](=O)[O-])c1,3.1%,-1%,-8%,-1%,-9%,
COc1ccc(S(=O)(=O)N(C)c2ccc(C(=O)N3CCCCC3)cc2)cc1OC,0.1%,2%,9%,-1%,-15%,
O=C(CCSCc1cccc(Cl)c1)NCCC1=CCCCC1,0.3%,-3%,-7%,-10%,?,
CN(C)c1ccc(NC(=O)CSc2nc3c(c(=O)[nH]2)CCCC3)cc1,1.1%,1%,4%,-12%,11%,
CCOC(=O)c1c(/N=C/C2=C(O)CC(C)(C)CC2=O)sc(C)c1C,i,7%,-10%,-7%,-3%,
Cn1c(=O)n(C)c2cc(/C=C3/SC(=O)N(CC(=O)N4CCOCC4)C3=O)ccc21,2.3%,3%,-2%,-1%,-5%,
O=c1c(Cl)c(N/N=C/c2ccc(Br)cc2)cnn1-c1ccccc1,i,64%,22%,12%,15%,
CCc1cc(C(=O)OCC(=O)N2CCC(c3ccccc3)=N2)sc1C,1.7%,9%,-9%,-3%,66%,
C=CCSc1nnc(NC(=O)c2ccc(Cl)nc2)s1,4.2%,29%,2%,-3%,63%,
CCCCCN1C(=O)Cn2c(nc3ccccc3c2=O)C1C (configuration not stated),i,-2%,4%,-7%,10%,
O=C(c1cc(=O)c2ccccc2o1)N1CCN(c2cccc(Cl)c2)CC1,5.5%,1%,13%,10%,32%,
CCOC(=O)c1ccc(NC(=O)Nn2cnnc2)cc1,1.3%,-4%,-2%,-3%,1%,

# Structural class: the entries above containing an NH in an aromatic ring (3)
SMILES,inhibitors of VEEV,M. tuberculosis HTS,H1N1 NS1A inhibition,PhoP GFP inhibition,M. tuberculosis,others
Nc1cc(=O)[nH]c(SCC(=O)Nc2ccc(N3CCOCC3)cc2)n1,0.2%,-3%,1%,/,-2%,
COc1ccc2cc(CCNC(=O)C3CCCC3)c(=O)[nH]c2c1,2.0%,-7%,-6%,/,/,
CN(C)c1ccc(NC(=O)CSc2nc3c(c(=O)[nH]2)CCCC3)cc1,1.1%,1%,4%,-12%,11%,

# Other compounds
SMILES,inhibitors of VEEV,M. tuberculosis HTS,H1N1 NS1A inhibition,PhoP GFP inhibition,M. tuberculosis,others
CCc1n[n+](CC(=O)c2ccccc2)c(N)s1,0.6%,/,-9%,/,/,
Cc1ccc(NC2=NCCCCC2)cc1,2.9%,11%,-7%,-5%,4%,
Cc1ccc(CNC(=O)C2CC(c3cccc([N+](=O)[O-])c3)=NO2)cc1 (configuration not stated),i,2%,-4%,-32%,12%,inhibitors of VEEV 10K pilot screen=2.1
O=C(NCc1ccccc1)c1c[nH]c2ccc(F)cc2c1=O,4.8%,0%,2%,-4%,20%,
Cc1cc(C)nc(/N=c2/ssnc2Cl)c1,8.8%,-1%,3%,1%,?,
COc1ccc(C2OCC3(CO2)SC(=O)NC3=O)cc1OC (configuration not stated),0.5%,3%,0%,-7%,1%,inhibitors of VEEV 10K pilot screen=0.4
COc1cc(OC)cc(-c2c(C#Cc3ccsc3)c3cc(-c4cc(OC)c(OC)c(OC)c4)ccc3n2C)c1,2.5%,3%,-2%,/,12%,
COc1ccc(N2CCN(S(=O)(=O)c3ccc(C(=O)NCc4ccco4)cc3)CC2)cc1,0.6%,-3%,1%,-17%,-13%,
Cc1ccc(S(=O)(=O)N2CCN(C(=O)COC(=O)c3c(C)cc(C)cc3C)CC2)c(C)c1,7.0%,0%,-6%,-1%,1%,
Cn1c(CNC(=O)c2ccco2)nnc1SCC(=O)Nc1ccc(Br)cc1F,0.4%,3%,3%,4%,3%,
CCc1nnc(NC(=O)c2cccc(OC)c2)s1,9.0%,-9%,0%,0%,5%,
CCN(CC)CCCNS(=O)(=O)c1ccc(OC)cc1,2.5%,1%,18%,9%,-5%,
NC(=O)Nc1ccc(C(=O)OCC(=O)NCc2ccc3c(c2)OCO3)cc1,0.1%,-5%,2%,/,-7%,
COc1cc2c(cc1OC)C(C(=O)NCc1ccco1)C1c3ccccc3CCN1C2=O (configuration not stated),5.6%,-12%,7%,-1%,7%,
CNC(=S)N1N=C(c2ccccc2)CC1c1ccc(OC)c(OC)c1 (configuration not stated),0.9%,-7%,26%,1%,19%,

# Arranged by heavy-atom count (descending): 4 of the compounds above
SMILES,inhibitors of VEEV,M. tuberculosis HTS,H1N1 NS1A inhibition,PhoP GFP inhibition,M. tuberculosis,others
COc1ccc(N2CCN(S(=O)(=O)c3ccc(C(=O)NCc4ccco4)cc3)CC2)cc1,0.6%,-3%,1%,-17%,-13%,
O=C(NCc1ccccc1)c1c[nH]c2ccc(F)cc2c1=O,4.8%,0%,2%,-4%,20%,
CCN(CC)CCCNS(=O)(=O)c1ccc(OC)cc1,2.5%,1%,18%,9%,-5%,
Cc1cc(C)nc(/N=c2/ssnc2Cl)c1,8.8%,-1%,3%,1%,?,

# The listing continues:
SMILES,inhibitors of VEEV,M. tuberculosis HTS,H1N1 NS1A inhibition,PhoP GFP inhibition,M. tuberculosis,others
O=C(NCc1ccccc1)c1ccc(NC2=NC3CS(=O)(=O)CC3S2)cc1 (configuration not stated),2.7%,0%,-3%,10%,-9%,
CC(=O)Nc1ccccc1OC(=O)N(C)C,0.4%,-1%,0%,1%,-8%,
Cc1cc(Nc2nc3ccccc3nc2Cl)n(-c2ccc([N+](=O)[O-])cc2)n1,i,-11%,26%,8%,3%,
CCCCOP(=O)(c1ccc(N(C)C)cc1)C(O)c1ccncc1 (configuration not stated),7.9%,-10%,1%,-5%,15%,
Nc1ccc2c(c1Cl)C(=O)c1ccc(N)c(Cl)c1C2=O,1.1%,/,7%,/,/,
COc1cc2[nH]c(=S)nc(NCc3ccc(Cl)cc3)c2cc1OC,i,1%,27%,4%,4%,
CCS(=O)(=O)Nc1ccc(-c2ccc(NS(=O)(=O)CC)c(OC)c2)cc1OC,2.3%,1%,-8%,-1%,8%,
CCn1c(SCCN2CCCCC2)nc2c1c(=O)n(C)c(=O)n2C,0.1%,/,1%,/,/,
O=S1(=O)c2ccccc2Nc2ccccc21,i,10%,0%,5%,-8%,
O=C(Nc1ccc(S(=O)(=O)N2CCCCC2)cc1)C1CC1,0.4%,-6%,8%,5%,4%,
Cc1ccc(S(=O)(=O)c2nc(S(=O)(=O)CCO)sc2N2CCOCC2)cc1,1.1%,-3%,-2%,-4%,-9%,
O=C(OC(c1ccccc1)c1nccc2ccccc12)c1cccc([N+](=O)[O-])c1 (configuration not stated),4.5%,9%,8%,-6%,27%,
O=C(CCC1CCN(C(=O)c2ccco2)CC1)NCc1ccc(F)cc1,2.0%,-4%,-1%,-3%,19%,
O=C(Nc1cc([N+](=O)[O-])ccc1C(=O)Nc1cccnc1)c1ccccc1,1.1%,-8%,-3%,0%,-6%,
COc1ccc(NC(=O)COC(=O)CN2C(=O)C3CC=CCC3C2=O)c([N+](=O)[O-])c1 (configuration not stated),1.4%,2%,-2%,/,/,
C=CCN=Cc1c(C)[nH]n(-c2ccccc2)c1=O,i,-3%,1%,-5%,7%,
CC[C@H](C)[C@@H](C(=O)N1CCNCC1)n1cc([C@@H](N)Cc2ccc(O)cc2)nn1,0.4%,-1%,-2%,-4%,-6%,
CCCN(CC(=O)Nc1cc(C)on1)S(=O)(=O)c1cccc(C(F)(F)F)c1,0.5%,3%,-8%,12%,4%,
CC(=O)Nc1cccc(OC(=O)c2ccoc2C)c1,4.9%,5%,2%,5%,8%,
Cc1ccc(-c2nnc(N3CCCCC3)c3ccccc23)cc1,i,17%,4%,6%,77%,
Cc1ccc(NC(=O)C2CC(O)CN2C(=O)OCc2ccccc2)c(C)c1 (configuration not stated),1.1%,-11%,13%,12%,-6%,
C=CCC(C=C)S(=O)(=O)c1ccc(C)cc1 (configuration not stated),i,-6%,-15%,-3%,-3%,
CCOC(=O)Nc1nc(-c2ccccc2)c(C(=O)c2ccc(Cl)cc2)s1,4.0%,4%,-6%,-6%,7%,
Cc1onc(-c2ccccc2)c1C(=O)NCc1cccs1,1.6%,0%,17%,6%,12%,
CSc1oc(-c2ccco2)nc1S(=O)(=O)c1ccc(C)cc1,2.0%,9%,-5%,4%,-5%,
CCCN1/C(=C2/SC(=S)N(CC)C2=O)C=Cc2ccccc21,4.0%,2%,-4%,0%,/,
COc1ccc(-c2csc3ncn(-c4ccccc4)c(=O)c23)cc1OC,0.9%,-3%,1%,2%,6%,
COc1ccc2cc(C#N)c(SCC(=O)Nc3nonc3C)nc2c1,7.8%,-2%,-3%,1%,-7%,
CCc1noc(C)c1C(=O)N(CC)CC(=O)Nc1ccccc1C(F)(F)F,1.3%,-6%,-7%,5%,-9%,
CC1CCN(C(=O)COC(=O)c2ccc3c(c2)C(=O)N(Cc2ccco2)C3=O)CC1,2.8%,/,-7%,/,/,
O=C(c1cccs1)c1ccccc1Cc1cccs1,5.2%,/,-25%,/,/,
COc1ccc2nc(N=Nc3ccc(N(C)C)cc3)sc2c1,1.3%,/,5%,/,/,
OCC[C@H]1C[C@@H](O)[C@H](O)[C@@]2(CCc3ccccc3O2)O1,0.2%,-8%,-1%,1%,-16%,
CCC1CCCCN1CCCNC(=O)CN1C(=O)COc2ccccc21 (configuration not stated),i,11%,-6%,9%,3%,
Cc1cccc2cc(-c3ccccc3)c(-c3ccccc3)c[n+]12,i,2%,14%,-3%,76%,
O=C(COC(=O)CNC(=O)c1ccc(Cl)cc1Cl)Nc1ccc(N2CCOCC2)cc1,0.6%,-7%,-2%,-16%,16%,
Cc1ccc(NC(=O)C(C)N2CCc3ccccc3C2)cc1 (configuration not stated),0.0%,3%,-6%,2%,15%,
COc1cccc(NC(=O)N2CCC(C(N)=O)(N3CCCCC3)CC2)c1,0.8%,-1%,0%,-25%,1%,
c1ccc(COCCN2CCN(CCOCc3ccccc3)CC2)cc1,i,1%,20%,-1%,9%,inhibitors of VEEV 10K pilot screen=1.1
OCCNC1=NCCN1,1.2%,-5%,-4%,7%,8%,
O=C(NCCOc1ccccc1)C1CCC(=O)N(CCCN2CCCC2=O)C1 (configuration not stated),1.2%,-22%,24%,0%,-10%,
CCNc1ccc(C(=O)OCC(=O)NC(=O)NCC(C)C)cc1[N+](=O)[O-],0.3%,10%,0%,12%,8%,
